hcDAF-12 act: H. contortus DAF-12 activation, primary screen. HEK293 hcDAF-12 lit1-tk-luc reporter, luminescence; 0% DMSO, 100% Δ7-dafachronic acid. activation, % at 6.8 µM. hit rate 1.4% among 370,000;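 active = activation above the mean of all tested compounds plus 3 SD, cut at about 5.5% in these data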;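 note: 100% = response to 3 µM Δ7-dafachronic acid high control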
PG9 Ab binder: small molecules binding HIV-1 gp120 antibody PG9. TR-FRET gp120-PG9 antibody binding. inhibition, % at 6.7 µM. hit rate 0.43% among 360,000. AID 624416; in the data active = inhibition above about 8.5%
DAX1 inh-1: inhibitors of human orphan nuclear receptor DAX1 (NR0B1). P51843. HEK293 Gal4-DAX1 luciferase reporter, luminescence. inhibition, % at 6.75 µM. hit rate 0.99% among 340,000. AID 504766;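 active = inhibition above the mean over all tested compounds plus 3 SD, cut at about 4.2% in these data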;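 note: 0% = DAX1-transfected cells with DMSO and 100% = empty-vector control cells with DMSO; inhibition shows as a rise in luminescence from relieved DAX1 repression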
Target sequence (P51843 207-470 limits assumed): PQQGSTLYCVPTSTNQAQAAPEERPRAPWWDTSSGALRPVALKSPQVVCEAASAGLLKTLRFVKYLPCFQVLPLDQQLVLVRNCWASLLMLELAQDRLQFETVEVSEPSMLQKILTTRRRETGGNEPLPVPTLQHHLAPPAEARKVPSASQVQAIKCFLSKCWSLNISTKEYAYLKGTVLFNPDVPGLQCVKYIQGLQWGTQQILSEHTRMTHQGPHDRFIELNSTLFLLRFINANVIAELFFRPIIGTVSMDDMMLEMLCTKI
hgDAF12 agonist: hgDAF-12 agonism, primary luciferase screen; HEK293 GAL4-hgDAF12 UAS-luciferase reporter, agonist luminescence; normalized to butyrate control; activation, % at 6.8 µM; hit rate 1.8% among 370,000; AID 687014;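 active = activation above a cutoff set at the mean of all screened compounds plus 3 SD, cut at about 10% in these data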;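 note: 0% = DMSO wells and 100% = sodium butyrate wells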
GAA850 FXN act: activators of GAA850 frataxin (FXN) promoter. HEK293 lucGAA850 FXN promoter luciferase reporter, 24 h; percent of 10 µM SAHA response. activation, % at 6 µM. hit rate 0.56% among 360,000;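 active = activation above the average of all compounds screened plus 3 SD, cutoff fixed separately per campaign, cut at about 7.5% in these data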;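 note: 0% = DMSO wells and 100% = 10 µM SAHA wells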
Rev-erbA mod: modulators of human Rev-erb alpha DNA binding; Rev-erbα–FITC-DNA binding, fluorescence polarization, 90 min; AID 1259318; hit rate 0.79% among 370,000; P20393; activity, % at 10 µM;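 active = activity above about 14%, limit read from the data; passing the limit was not always enough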;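 note: 0% = DMSO wells with 35 nM protein and 100% = DMSO wells with 750 nM protein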
Target sequence (P20393 whole entry, looked up): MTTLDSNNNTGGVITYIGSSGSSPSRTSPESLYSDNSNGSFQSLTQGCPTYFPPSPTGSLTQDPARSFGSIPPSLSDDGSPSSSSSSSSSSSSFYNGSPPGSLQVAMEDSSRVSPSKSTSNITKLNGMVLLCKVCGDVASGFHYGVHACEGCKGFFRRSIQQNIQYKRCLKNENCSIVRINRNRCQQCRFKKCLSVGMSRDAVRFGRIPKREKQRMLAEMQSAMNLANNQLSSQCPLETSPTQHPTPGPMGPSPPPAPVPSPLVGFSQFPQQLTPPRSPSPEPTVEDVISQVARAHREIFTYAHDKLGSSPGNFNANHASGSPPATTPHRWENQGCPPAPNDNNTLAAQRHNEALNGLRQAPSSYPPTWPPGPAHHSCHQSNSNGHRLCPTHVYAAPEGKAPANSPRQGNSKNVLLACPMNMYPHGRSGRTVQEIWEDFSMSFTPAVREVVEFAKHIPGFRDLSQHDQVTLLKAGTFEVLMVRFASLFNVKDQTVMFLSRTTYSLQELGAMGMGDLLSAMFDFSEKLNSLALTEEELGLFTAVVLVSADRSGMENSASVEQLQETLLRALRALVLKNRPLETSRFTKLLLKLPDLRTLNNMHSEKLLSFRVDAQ
DAX1 inh-2: DAX1 (NR0B1) inhibition, primary screen; AID 652010; HEK293T StAR-luciferase reporter, SF-1/DAX-1 repression relief; inhibition, % at 6.8 µM; hit rate 1.1% among 370,000;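 active = inhibition above the mean over all tested compounds plus 3 SD, cut at about 3.6% in these data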;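 note: 0% = DAX-1 cells with DMSO and 100% = cells lacking DAX-1 with DMSO; higher inhibition means more luminescence from relief of DAX-1 repression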
PLCb3 inh: PLC-beta3 (human) inhibition, primary screen; Q01970; Purified PLC-beta3, fluorogenic substrate, fluorescence; inhibition, % at 12.2 µM; hit rate 0.18% among 370,000; AID 720704; in the data active = inhibition above about 11%;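 note: 0% = median of compound wells on plate and 100% = full blocker control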
SMARCA2 activ: activators of SMARCA2 function. activation, % at 9.1 µM. MG213 cells, MMTV-luciferase reporter, dexamethasone, overnight. hit rate 1% among 370,000; in the data active = activation above about 7.8%;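 note: 0% = vehicle wells and 100% = reference activator wells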
HGIII-sPLA2 inh: Inhibits HGIII-sPLA2 liposome hydrolysis, primary screen. QFRET BODIPY PC-A2 liposome hydrolysis, fluorescence. AID 743126. inhibition, % at 12.2 µM. hit rate 0.56% among 370,000. Q9NZ20;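 active = inhibition above mean plus 3 SD of compounds lying within the high and low control bounds, cut at about 19% in these data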;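 note: 0% = median of test compound wells and 100% = no enzyme DMSO wells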
ssDAF12 agonist: activators of S. stercoralis DAF-12 nuclear receptor; activation, % at 6.8 µM; AID 652126; HEK293 ssDAF-12/GRIP1 lit1-tk-luc reporter, luminescence; % of 3 µM dafachronic acid response; hit rate 1% among 370,000;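 active = activation above the mean over all tested compounds plus 3 SD, cut at about 0.9% in these data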;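 note: 0% = DMSO-only wells and 100% = 3 µM delta7-dafachronic acid wells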
An asterisk follows results filed as active.

How did C#Cc1ccc(NC(=O)C2(C)CCN2C(=O)c2cc(C)n(C)n2)cc1 (centres undefined) do in these assays?
hcDAF-12 act: 0.4; PG9 Ab binder: 1.8; hgDAF12 agonist: -0.6; GAA850 FXN act: 1.9; Rev-erbA mod: -2; DAX1 inh-2: -0.2; PLCb3 inh: 1; SMARCA2 activ: -4; HGIII-sPLA2 inh: 13; ssDAF12 agonist: -1.3

How did CCOc1ccccc1C(=O)OCC(=O)Nc1cccc(S(=O)(=O)NC2=NCCCCC2)c1 do in these assays?
hcDAF-12 act: -1.0; PG9 Ab binder: 1.0; DAX1 inh-1: 0.0; hgDAF12 agonist: 2.0; GAA850 FXN act: 0.9; Rev-erbA mod: -10; DAX1 inh-2: -0.6; PLCb3 inh: -1; SMARCA2 activ: 3; HGIII-sPLA2 inh: -3; ssDAF12 agonist: -0.2

Results for N#C/C(=C\c1ccc([N+](=O)[O-])cc1)c1nc(C2CC2)cs1 ?
hcDAF-12 act: -1.2; PG9 Ab binder: -1.0; DAX1 inh-1: -0.3; hgDAF12 agonist: 0.7; GAA850 FXN act: 1.3; Rev-erbA mod: 5; DAX1 inh-2: -1.3; PLCb3 inh: -2; SMARCA2 activ: 4; HGIII-sPLA2 inh: -7; ssDAF12 agonist: -1.5

How did COc1ccc(-n2c(CSc3ccc(Cl)cc3)n[nH]c2=S)cc1 do in these assays?
hcDAF-12 act: -0.3; PG9 Ab binder: 4.0; hgDAF12 agonist: 1.8; Rev-erbA mod: 3; DAX1 inh-2: -0.7; PLCb3 inh: -6; SMARCA2 activ: 3; HGIII-sPLA2 inh: 11; ssDAF12 agonist: -0.8

How did CC(=O)Cc1cc(=O)c2c(C)cc(O)c(C3OC(CO)C(O)C(O)C3O)c2o1 (centres undefined) do in these assays?
hcDAF-12 act: 4.3; PG9 Ab binder: 0.1; DAX1 inh-1: -0.2; hgDAF12 agonist: 1.3; GAA850 FXN act: 0.6; Rev-erbA mod: 5; DAX1 inh-2: 0.7; PLCb3 inh: -52; SMARCA2 activ: 3; HGIII-sPLA2 inh: 2; ssDAF12 agonist: -0.6

How did CCc1ccc2nc3c(c(C(=O)O)c2c1)CCC3 do in these assays?
hcDAF-12 act: -1.1; PG9 Ab binder: -0.4; DAX1 inh-1: -0.6; hgDAF12 agonist: 2.1; GAA850 FXN act: -2.8; Rev-erbA mod: -7; DAX1 inh-2: 0.6; PLCb3 inh: -5; SMARCA2 activ: -2; HGIII-sPLA2 inh: -6; ssDAF12 agonist: -1.7

Results for Cn1cc(SCC(=O)NCc2ccc(F)cc2)c2ccccc21 ?
hcDAF-12 act: -2.1; PG9 Ab binder: 0.5; DAX1 inh-1: 3.6; hgDAF12 agonist: -2.8; GAA850 FXN act: 2.3; Rev-erbA mod: 1; DAX1 inh-2: -0.5; PLCb3 inh: 1; SMARCA2 activ: -3; HGIII-sPLA2 inh: 2; ssDAF12 agonist: -1.6

Results for NC(=O)c1ncn([C@@H]2O[C@H](CNS(=O)(=O)c3cc(S(=O)(=O)c4ccccc4)cs3)[C@@H](O)[C@H]2O)n1 ?
hcDAF-12 act: -0.6; PG9 Ab binder: -0.1; DAX1 inh-1: -0.3; hgDAF12 agonist: -2.5; GAA850 FXN act: -0.7; Rev-erbA mod: 6; DAX1 inh-2: -0.4; PLCb3 inh: 7; SMARCA2 activ: -3; HGIII-sPLA2 inh: 11; ssDAF12 agonist: -0.9

How did CCOC(=O)c1ccc(NS(=O)(=O)c2c(C)n[nH]c2C)cc1 do in these assays?
hcDAF-12 act: -0.9; PG9 Ab binder: -0.5; DAX1 inh-1: -0.5; hgDAF12 agonist: 1.3; GAA850 FXN act: -0.9; Rev-erbA mod: 4; DAX1 inh-2: -1.1; PLCb3 inh: -7; SMARCA2 activ: 0; HGIII-sPLA2 inh: -2; ssDAF12 agonist: -1.1

What do the screens show for `Cc1ccc(S(=O)(=O)/N=C(\c2ccc(F)cc2)n2c(C)nc3ccccc32)cc1`?
hcDAF-12 act: -1.3; PG9 Ab binder: 1.6; DAX1 inh-1: 0.2; hgDAF12 agonist: 1.5; GAA850 FXN act: 0.3; Rev-erbA mod: 4; DAX1 inh-2: -0.1; PLCb3 inh: 1; SMARCA2 activ: 1; HGIII-sPLA2 inh: 1; ssDAF12 agonist: -0.9

What do the screens show for `O=C(CSc1nc2ccccc2[nH]1)Nc1ccc2c(c1)CCC2`?
hcDAF-12 act: 2.2; PG9 Ab binder: -0.1; DAX1 inh-1: -0.8; hgDAF12 agonist: -0.9; GAA850 FXN act: 2.5; Rev-erbA mod: -3; DAX1 inh-2: -0.6; PLCb3 inh: 2; SMARCA2 activ: -2; HGIII-sPLA2 inh: -18; ssDAF12 agonist: -0.2

How did Nc1cc(OCC(F)(F)F)cc(OCC(F)(F)F)c1 do in these assays?
hcDAF-12 act: -1.9; PG9 Ab binder: -0.1; DAX1 inh-1: 3.5; hgDAF12 agonist: -2.7; GAA850 FXN act: -0.8; Rev-erbA mod: -5; DAX1 inh-2: -0.9; PLCb3 inh: -11; SMARCA2 activ: 0; HGIII-sPLA2 inh: -4; ssDAF12 agonist: -2.1

How did Cc1cccc(N2C(=O)c3ccc(C(=O)Nc4c[nH]c(=O)[nH]c4=O)cc3C2=O)c1 do in these assays?
hcDAF-12 act: -0.5; PG9 Ab binder: -2.9; DAX1 inh-1: 0.6; hgDAF12 agonist: -0.7; GAA850 FXN act: 0.1; Rev-erbA mod: -4; DAX1 inh-2: 0.8; PLCb3 inh: 0; SMARCA2 activ: -2; HGIII-sPLA2 inh: 0; ssDAF12 agonist: -1.5

Results for O=C(c1ccc([N+](=O)[O-])cc1)N1CCSC1c1ccccc1Cl (centres undefined) ?
hcDAF-12 act: 1.4; PG9 Ab binder: 0.2; DAX1 inh-1: 0.9; hgDAF12 agonist: -1.0; GAA850 FXN act: -0.2; Rev-erbA mod: -3; DAX1 inh-2: 0.9; PLCb3 inh: 0; SMARCA2 activ: -2; HGIII-sPLA2 inh: 9; ssDAF12 agonist: -1.8

How did CC(C)N(C(=O)COC(=O)[C@@H]1CC(O)CN1S(=O)(=O)c1ccc(C(C)(C)C)cc1)C(C)C (some centres undefined) do in these assays?
hcDAF-12 act: -0.7; PG9 Ab binder: 0.1; DAX1 inh-1: -0.2; hgDAF12 agonist: 2.3; GAA850 FXN act: 1.3; Rev-erbA mod: -5; DAX1 inh-2: -0.4; PLCb3 inh: -2; SMARCA2 activ: 1; HGIII-sPLA2 inh: -7; ssDAF12 agonist: -0.9

How did CCC1=Nc2cc(C(=O)NCCN3CCOCC3)ccc2Sc2ccc(C)cc21 do in these assays?
hcDAF-12 act: -1.8; PG9 Ab binder: 1.0; DAX1 inh-1: -0.7; hgDAF12 agonist: 0.3; GAA850 FXN act: -1.4; Rev-erbA mod: 0; DAX1 inh-2: -0.1; PLCb3 inh: -3; SMARCA2 activ: 3; HGIII-sPLA2 inh: -3; ssDAF12 agonist: -1.8

How did CCC(C(=O)NC1CCCC1)N(Cc1cccs1)C(=O)Cn1nnc(-c2ccc(OC)c(OC)c2)n1 (centres undefined) do in these assays?
hcDAF-12 act: -3.0; PG9 Ab binder: -1.0; DAX1 inh-1: -0.7; hgDAF12 agonist: -4.8; GAA850 FXN act: -3.1; Rev-erbA mod: 2; DAX1 inh-2: -1.1; PLCb3 inh: 5; SMARCA2 activ: 0; HGIII-sPLA2 inh: -5; ssDAF12 agonist: -1.1

What do the screens show for `O=C(NCc1cc(Cl)cc(Cl)c1)c1csc(COCCO)n1`?
hcDAF-12 act: -1.6; PG9 Ab binder: -0.1; hgDAF12 agonist: 0.6; GAA850 FXN act: -1.0; Rev-erbA mod: -3; DAX1 inh-2: 0.1; PLCb3 inh: -1; SMARCA2 activ: -2; HGIII-sPLA2 inh: 1; ssDAF12 agonist: -1.4

How did COc1ccc(C(=O)CSc2cc(C)nc3nc(C)nn23)cc1OC do in these assays?
hcDAF-12 act: -0.1; PG9 Ab binder: -1.4; DAX1 inh-1: 0.2; hgDAF12 agonist: 2.1; GAA850 FXN act: 1.4; Rev-erbA mod: 1; DAX1 inh-2: -0.1; PLCb3 inh: 4; SMARCA2 activ: 0; HGIII-sPLA2 inh: -16; ssDAF12 agonist: -1.9

Results for Cc1ccc(C(=O)CCC(=O)OCC(=O)N2c3ccccc3NC(=O)C2(C)C)cc1 ?
hcDAF-12 act: -0.3; PG9 Ab binder: 0.3; DAX1 inh-1: -0.6; hgDAF12 agonist: 0.6; GAA850 FXN act: 1.9; Rev-erbA mod: 0; DAX1 inh-2: -1.0; PLCb3 inh: -3; SMARCA2 activ: -1; HGIII-sPLA2 inh: 1; ssDAF12 agonist: -0.6

How did C[C@@H]1CN([C@H](C)CO)C(=O)CCCn2nncc2CO[C@H]1CN(C)C(=O)OCc1ccccc1 do in these assays?
hcDAF-12 act: 1.0; PG9 Ab binder: -0.4; DAX1 inh-1: 0.9; hgDAF12 agonist: 1.8; GAA850 FXN act: 0.5; Rev-erbA mod: -2; DAX1 inh-2: -0.6; PLCb3 inh: 0; SMARCA2 activ: -1; HGIII-sPLA2 inh: 4; ssDAF12 agonist: -1.2

How did C=CCN(CC#Cc1ccccc1)Cc1ccc(OC)cc1 do in these assays?
hcDAF-12 act: 1.6; hgDAF12 agonist: -0.6; Rev-erbA mod: -3; DAX1 inh-2: 0.5; PLCb3 inh: -1; SMARCA2 activ: -2; HGIII-sPLA2 inh: 6; ssDAF12 agonist: -0.6

Results for CCOC(=O)N1CCN(C(=O)Nc2ccc3nc(C)c(C)nc3c2)CC1 ?
hcDAF-12 act: -2.1; PG9 Ab binder: 0.3; DAX1 inh-1: 1.4; hgDAF12 agonist: 0.4; GAA850 FXN act: 1.3; Rev-erbA mod: -3; DAX1 inh-2: 0.2; PLCb3 inh: inactive; SMARCA2 activ: 0; HGIII-sPLA2 inh: 2; ssDAF12 agonist: -0.7

How did CC1(C)CC(=O)C=C(c2cccc(Br)c2)C1 do in these assays?
hcDAF-12 act: 0.6; PG9 Ab binder: -0.5; DAX1 inh-1: 2.5; hgDAF12 agonist: 0.9; GAA850 FXN act: 0.7; Rev-erbA mod: -3; DAX1 inh-2: -0.3; PLCb3 inh: 1; SMARCA2 activ: 0; HGIII-sPLA2 inh: 5; ssDAF12 agonist: -1.1

Results for CC(Oc1cccc(Cl)c1)C(=O)Nc1ccc([N+](=O)[O-])cn1 (centres undefined) ?
hcDAF-12 act: 0.7; PG9 Ab binder: -1.6; DAX1 inh-1: -1.0; hgDAF12 agonist: -0.1; GAA850 FXN act: 0.8; Rev-erbA mod: -1; DAX1 inh-2: -0.8; PLCb3 inh: 5; SMARCA2 activ: -3; HGIII-sPLA2 inh: 2; ssDAF12 agonist: -2.1

How did COC(=O)c1ccc(CSc2ncnc3c2sc2nc(N4CCOCC4)c4c(c23)CCCC4)o1 do in these assays?
hcDAF-12 act: -2.2; PG9 Ab binder: 6.8; DAX1 inh-1: 0.4; hgDAF12 agonist: -2.3; GAA850 FXN act: 13*; Rev-erbA mod: 5; DAX1 inh-2: 0.3; PLCb3 inh: -78; SMARCA2 activ: -1; HGIII-sPLA2 inh: -4; ssDAF12 agonist: -1.3
